Screening data deposited in PubChem BioAssay by Sanford-Burnham Center for Chemical Genomics.
CXCR6 inh – inhibitors of human CXCR6 receptor. O00574. CHO-K1 PathHunter CXCR6 beta-arrestin, luminescence. inhibition, % at 20 µM. 0.36% of 360,000 active. AID 602244; in the data active = inhibition above about 34%, passing the limit was not always enough;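 also: antagonist mode with CXCL16 agonist at 10 nM final; 0% = 10 nM CXCL16 with DMSO and 100% = unstimulated wells without agonist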
CHOP UPR activ – activators of apoptotic arm of unfolded protein response (CHOP) | CHO-CHOP luciferase reporter, UPR activation, luminescence; percent of tunicamycin response over DMSO baseline | activation, % at 10 µM | 0.34% of 330,000 active;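 active = at 10 µM dose, activation of 40% or more, normalized to positive control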;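 also: 100% = tunicamycin at 10 µg/mL and 0% = DMSO alone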
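System: CHO-CHOP luciferase reporter cell line; amount: 500 cells/well; buffer or medium: F12 medium containing 10% fetal bovine serum; incubation: 6 h compound exposure at 37 °C after overnight seeding; measured by: luciferase luminescence after 10 min with Steady-Glo reagent; evaluation: % reporter activation, DMSO baseline versus tunicamycin full activation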
Mdm2 MdmX PPI – inhibitors of human Mdm2/MdmX interaction | inhibition, % at 8 µM | AID 485346 | 3% of 330,000 active | SaOS-2 split-luciferase Mdm2/MdmX complementation, luminescence;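 active = inhibition of at least 50% at 8 µM in the primary screen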
Target sequence (O15151 whole entry, looked up): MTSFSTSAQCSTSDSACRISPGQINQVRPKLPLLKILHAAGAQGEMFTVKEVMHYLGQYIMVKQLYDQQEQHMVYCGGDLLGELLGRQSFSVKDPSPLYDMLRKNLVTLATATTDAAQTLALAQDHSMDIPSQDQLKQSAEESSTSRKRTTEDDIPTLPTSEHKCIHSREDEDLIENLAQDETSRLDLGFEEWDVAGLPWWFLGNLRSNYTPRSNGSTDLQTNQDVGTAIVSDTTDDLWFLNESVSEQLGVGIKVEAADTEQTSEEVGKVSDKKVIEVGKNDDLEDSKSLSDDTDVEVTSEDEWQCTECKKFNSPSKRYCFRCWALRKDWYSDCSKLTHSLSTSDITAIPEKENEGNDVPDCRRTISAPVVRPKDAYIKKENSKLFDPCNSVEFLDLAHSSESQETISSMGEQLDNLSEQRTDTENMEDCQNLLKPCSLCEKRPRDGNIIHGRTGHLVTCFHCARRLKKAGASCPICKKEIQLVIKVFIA
Target sequence (Q00987 whole entry, looked up): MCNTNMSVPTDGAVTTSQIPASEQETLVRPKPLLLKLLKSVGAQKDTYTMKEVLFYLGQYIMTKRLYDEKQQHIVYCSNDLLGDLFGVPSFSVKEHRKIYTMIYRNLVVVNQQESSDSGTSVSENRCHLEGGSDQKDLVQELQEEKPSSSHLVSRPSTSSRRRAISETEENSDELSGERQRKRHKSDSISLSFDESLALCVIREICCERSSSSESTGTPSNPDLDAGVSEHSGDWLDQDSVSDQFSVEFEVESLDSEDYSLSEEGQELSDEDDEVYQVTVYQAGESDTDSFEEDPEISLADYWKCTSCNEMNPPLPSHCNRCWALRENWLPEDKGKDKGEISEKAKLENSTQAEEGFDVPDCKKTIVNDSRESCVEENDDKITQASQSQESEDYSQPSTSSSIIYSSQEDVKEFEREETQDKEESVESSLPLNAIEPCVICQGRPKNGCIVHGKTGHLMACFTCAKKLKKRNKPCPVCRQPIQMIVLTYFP
Gli-Sufu block – antagonists of Gli-Sufu signaling. inhibition, % at 5 µM. 0.74% of 340,000 active. Sufu-KO-LIGHT fibroblasts, Gli luciferase reporter luminescence;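 active = inhibition above about 55%, limit read from the data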;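 also: 0% = DMSO-treated cells and 100% = wells with medium but no cells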
UPR XBP1 act – activators of adaptive arm of unfolded protein response (XBP1). AID 463104. 0.33% of 330,000 active. activation, % at 20 µM. CHO-XBP1 luciferase reporter, IRE1-XBP1 UPR activation, luminescence; percent of tunicamycin response, DMSO as zero;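 active = versus positive control, 20 µM dose yields 30% or more activation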;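 also: 100% = tunicamycin at 10 µg/mL and 0% = DMSO only wells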
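Assay system: IRE1-XBP1 luciferase reporter CHO line. Input: 1000 cells/well. Buffer or medium: F12 with 10% serum. Doses: 20 µM, 1% DMSO. Times: overnight seeding at 37 °C, 6 h compound treatment at 37 °C. Technique: Steady-Glo luciferase glow luminescence, 10 min after reagent addition.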
CCR6 antag – antagonists of human CCR6 receptor | P51684 | CHO-K1 CCR6 PathHunter beta-arrestin, luminescence, CCL20-stimulated | inhibition, % at 20 µM | 0.49% of 340,000 active | AID 493098;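 active = compounds whose inhibition of the agonist-driven luminescence signal at 20 µM reaches about 50%, limit read from the data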;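 also: cells stimulated with CCL20 at 14 nM final; plate controls were DMSO with CCL20 for no effect and DMSO without agonist for full effect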
EBI2 block – antagonists of human EBI2 receptor. P32249. EBI2 beta-arrestin recruitment, luminescence, 7a,25-OHC stimulated. inhibition, % at 5 µM. 0.81% of 360,000 active. AID 651636; in the data active = inhibition above about 38%;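 also: enzyme fragment complementation signal reports receptor beta-arrestin coupling in cells; 0% = agonist plus DMSO wells and 100% = wells without agonist; some results beyond the cut were filed as inactive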
697 NFkB inh – inhibitors of the PMA/ionomycin-induced NF-kB reporter in 697 B cells | 697 B-cell NF-kB luciferase reporter, 16 h | inhibition, % at 4 µM | 0.33% of 330,000 active | AID 435022; in the data active = inhibition above about 35%
Jurkat NFkB inh – inhibitors of the PMA/ionomycin-induced NF-kB reporter in Jurkat cells; PMA/ionomycin-induced NF-kB luciferase reporter, luminescence; inhibition, % at 4 µM; AID 435003; 0.53% of 330,000 active; in the data active = inhibition above about 50%
An asterisk follows results filed as active.

Results for COC(=O)c1ccc(-c2ccc(F)cc2)nc1C ?
CXCR6 inh: -1.6; CHOP UPR activ: 5.0; Mdm2 MdmX PPI: -19.8; Gli-Sufu block: -43.9; UPR XBP1 act: -4.3; CCR6 antag: 0.9; EBI2 block: -0.2; 697 NFkB inh: -84.1; Jurkat NFkB inh: -104.2

How did COc1ccc(NC(=O)CSc2nnc(-c3ccccc3)n2Cc2ccco2)cc1OC do in these assays?
CXCR6 inh: 4.1; CHOP UPR activ: -0.3; Mdm2 MdmX PPI: -13.3; Gli-Sufu block: -0.9; UPR XBP1 act: -2.5; CCR6 antag: 1.8; EBI2 block: 35.6; 697 NFkB inh: 17.1; Jurkat NFkB inh: 2.9

What do the screens show for `CCc1cccc(NC(=S)N2CCC(c3ccccc3)C2)c1` (configuration not stated)?
CXCR6 inh: 5.8; CHOP UPR activ: 1.2; Mdm2 MdmX PPI: -15.1; Gli-Sufu block: -27.5; UPR XBP1 act: -1.4; CCR6 antag: 20.2; EBI2 block: -10.0; 697 NFkB inh: -40.7; Jurkat NFkB inh: -37.1

What do the screens show for `Cc1ccc(-n2ncc3c(SCc4cccnc4)ncnc32)c(C)c1`?
CXCR6 inh: -3.8; Gli-Sufu block: 32.9; CCR6 antag: 1.6; EBI2 block: -2.4

Results for Cc1ccc2nc(-c3ccccn3)oc2c1 ?
CXCR6 inh: 3.7; CHOP UPR activ: -1.9; Mdm2 MdmX PPI: -80.4; Gli-Sufu block: -71.7; UPR XBP1 act: -2.5; CCR6 antag: -16.8; EBI2 block: -16.9; 697 NFkB inh: -103.2; Jurkat NFkB inh: -101.7

Results for C/C(=N\Nc1nc2ccccc2[nH]1)c1ccc(C)o1 ?
CXCR6 inh: -14.6; CHOP UPR activ: 6.7; Mdm2 MdmX PPI: -76.6; Gli-Sufu block: -32.0; UPR XBP1 act: 6.9; CCR6 antag: 6.2; EBI2 block: -0.7; 697 NFkB inh: -115.2; Jurkat NFkB inh: -50.0

Results for CC(C)OCCCNc1ncnc2c1cnn2-c1ccccc1 ?
CXCR6 inh: 2.0; CHOP UPR activ: 2.7; Mdm2 MdmX PPI: -82.7; Gli-Sufu block: -174.4; UPR XBP1 act: -4.3; CCR6 antag: -3.4; EBI2 block: 0.7; 697 NFkB inh: -139.5; Jurkat NFkB inh: -127.1

Results for CCN(CC)CCCN(Cc1cc2cc3c(cc2[nH]c1=O)OCO3)C(=S)NCc1ccco1 ?
CXCR6 inh: 13.2; CHOP UPR activ: 0.4; Mdm2 MdmX PPI: 21.2; Gli-Sufu block: 20.7; UPR XBP1 act: 0.6; CCR6 antag: 4.1; EBI2 block: 2.5; 697 NFkB inh: 10.7; Jurkat NFkB inh: -12.3

Results for CC/C(=N\Nc1ccc([N+](=O)[O-])cc1)c1ccccc1 ?
CXCR6 inh: 18.0; CHOP UPR activ: 0.5; Mdm2 MdmX PPI: -33.8; Gli-Sufu block: 17.3; UPR XBP1 act: 2.1; CCR6 antag: 0.4; EBI2 block: 27.0; 697 NFkB inh: -12.0; Jurkat NFkB inh: 2.6

What do the screens show for `COc1cccc(CNc2nc3ccccc3n2C)c1O`?
CXCR6 inh: -13.1; CHOP UPR activ: 4.9; Mdm2 MdmX PPI: -46.6; Gli-Sufu block: -63.1; UPR XBP1 act: -2.1; CCR6 antag: -6.5; EBI2 block: -7.6; 697 NFkB inh: -51.8; Jurkat NFkB inh: -123.9

Results for CCn1cc(C(=O)OCc2cccc(Br)c2)c(=O)c2ccc(C)nc21 ?
CXCR6 inh: 6.7; CHOP UPR activ: -3.1; Mdm2 MdmX PPI: -2.6; Gli-Sufu block: -6.0; UPR XBP1 act: 5.1; CCR6 antag: 5.1; EBI2 block: 4.3; 697 NFkB inh: -2.3; Jurkat NFkB inh: 7.1

Results for COc1ccc(S(=O)(=O)N2CCN(C)CC2c2ccccc2)cc1OC (configuration not stated) ?
CXCR6 inh: 2.2; CHOP UPR activ: 0.2; Mdm2 MdmX PPI: 14.4; Gli-Sufu block: -3.8; UPR XBP1 act: -3.6; CCR6 antag: 7.5; EBI2 block: -8.9; 697 NFkB inh: 6.7; Jurkat NFkB inh: 1.8

What do the screens show for `O=S(=O)(c1cc(Cl)cc(Cl)c1)N1CCC2CC1c1cc(Cl)ccc12` (configuration not stated)?
CXCR6 inh: 10.3; Gli-Sufu block: 10.8; CCR6 antag: 24.2; EBI2 block: 11.0

What do the screens show for `Cc1ccccc1CN1CCNC(=O)C1CC(=O)O` (configuration not stated)?
CXCR6 inh: -8.2; CHOP UPR activ: -3.1; Mdm2 MdmX PPI: -26.7; Gli-Sufu block: 2.9; UPR XBP1 act: -3.3; CCR6 antag: -1.4; EBI2 block: -2.4; 697 NFkB inh: 4.4; Jurkat NFkB inh: 9.8

Results for CCN(CC(=O)Nc1c(F)cccc1F)C(=O)c1cc([N+](=O)[O-])ccc1N1CCCCC1 ?
CXCR6 inh: 5.6; CHOP UPR activ: 1.5; Mdm2 MdmX PPI: -0.9; Gli-Sufu block: 16.6; UPR XBP1 act: -5.7; CCR6 antag: 17.5; EBI2 block: 14.3; 697 NFkB inh: 35.3*; Jurkat NFkB inh: 5.4

Results for O=C(CN1CCN(Cc2ccccc2F)C1=O)NCc1ccco1 ?
CXCR6 inh: -4.3; CHOP UPR activ: 1.3; Mdm2 MdmX PPI: -2.9; Gli-Sufu block: 1.9; UPR XBP1 act: 0.1; CCR6 antag: -14.4; EBI2 block: 4.1; 697 NFkB inh: -11.1; Jurkat NFkB inh: -19.8

Results for CCOC(=O)C(C)(C)Oc1ccc(Cl)cc1 ?
CXCR6 inh: 1.5; CHOP UPR activ: 0.2; Mdm2 MdmX PPI: -23.1; Gli-Sufu block: -0.7; UPR XBP1 act: -3.0; CCR6 antag: 7.6; EBI2 block: -6.5; 697 NFkB inh: -5.2; Jurkat NFkB inh: 4.4

What do the screens show for `CCOc1ccc(CCNC(=O)CSc2cc(=O)n(C)c3cc(Cl)ccc23)cc1OCC`?
CXCR6 inh: 7.3; CHOP UPR activ: 4.5; Mdm2 MdmX PPI: 16.7; Gli-Sufu block: -7.1; UPR XBP1 act: -2.9; CCR6 antag: 4.9; EBI2 block: 0.4; 697 NFkB inh: -47.1; Jurkat NFkB inh: 0.3

What do the screens show for `CC(=O)N1CCN(c2ccc(NCc3ccc(C)cc3)cc2)CC1`?
CXCR6 inh: -0.5; CHOP UPR activ: -0.1; Mdm2 MdmX PPI: 1.6; Gli-Sufu block: 4.9; UPR XBP1 act: 0.7; CCR6 antag: 1.0; EBI2 block: 14.6; 697 NFkB inh: -20.3; Jurkat NFkB inh: -10.8

Results for CSCCC(NC(=O)c1cccc(C)c1)C(=O)OCC(=O)Nc1c(C)nn(-c2ccccc2)c1C (configuration not stated) ?
CXCR6 inh: -4.6; CHOP UPR activ: -1.1; Mdm2 MdmX PPI: -9.9; Gli-Sufu block: -5.0; UPR XBP1 act: -4.2; CCR6 antag: 11.1; EBI2 block: 1.2; 697 NFkB inh: 8.3; Jurkat NFkB inh: 1.7

Results for Cc1cc(CN(C)C(=O)CC2C(=O)NCCN2Cc2c(F)cccc2Cl)n[nH]1 (configuration not stated) ?
CXCR6 inh: 5.5; CHOP UPR activ: 0.2; Mdm2 MdmX PPI: -0.9; Gli-Sufu block: 9.0; UPR XBP1 act: -0.9; CCR6 antag: -2.8; EBI2 block: 10.2; 697 NFkB inh: 5.6; Jurkat NFkB inh: 3.4

How did O=C(O)CC(NC(=O)C12CC3CC(CC(C3)C1)C2)c1cccc(Cl)c1 (configuration not stated) do in these assays?
CXCR6 inh: 0.1; CHOP UPR activ: -0.1; Mdm2 MdmX PPI: 9.8; Gli-Sufu block: 9.2; UPR XBP1 act: 0.6; CCR6 antag: -1.8; EBI2 block: -1.6; 697 NFkB inh: 5.5; Jurkat NFkB inh: -8.2

How did Cc1nc2ccc(S(=O)(=O)NC(C(=O)Nc3nc4ccc(Cl)cc4s3)C(C)C)cc2s1 (configuration not stated) do in these assays?
CXCR6 inh: -0.7; CHOP UPR activ: 1.7; Mdm2 MdmX PPI: 23.9; Gli-Sufu block: -4.8; UPR XBP1 act: 1.2; CCR6 antag: -7.4; EBI2 block: -8.5; 697 NFkB inh: 12.9; Jurkat NFkB inh: 2.4

What do the screens show for `Cc1ccc(CNC(=O)CN(C)S(=O)(=O)c2cccs2)cc1`?
CXCR6 inh: -2.1; CHOP UPR activ: -1.3; Mdm2 MdmX PPI: 4.9; Gli-Sufu block: -2.0; UPR XBP1 act: -2.0; CCR6 antag: 11.4; EBI2 block: -6.9; 697 NFkB inh: 5.9; Jurkat NFkB inh: 0.3

Results for Cc1ccc(NC(=O)CN(C)C(=O)c2ccc(Cl)c(S(=O)(=O)NCc3ccco3)c2)cc1 ?
CXCR6 inh: 5.6; CHOP UPR activ: 0.0; Mdm2 MdmX PPI: 7.5; Gli-Sufu block: -2.2; UPR XBP1 act: -1.8; CCR6 antag: 12.3; EBI2 block: 13.1; 697 NFkB inh: 2.9; Jurkat NFkB inh: -6.0

How did Cc1nnsc1S(=O)c1ccc(Cl)cc1 (configuration not stated) do in these assays?
CXCR6 inh: 0.7; CHOP UPR activ: 6.0; Mdm2 MdmX PPI: 18.7; Gli-Sufu block: 7.7; UPR XBP1 act: -8.2; CCR6 antag: 8.3; EBI2 block: 13.5; 697 NFkB inh: -17.1; Jurkat NFkB inh: 6.4

How did COc1ccccc1CNC(=O)COC(=O)c1ccc(C)c(S(=O)(=O)N2CCCCC2)c1 do in these assays?
CXCR6 inh: 1.7; CHOP UPR activ: 0.7; Mdm2 MdmX PPI: -1.7; Gli-Sufu block: 0.1; UPR XBP1 act: 0.6; CCR6 antag: 6.0; EBI2 block: 14.5; 697 NFkB inh: 16.1; Jurkat NFkB inh: 19.7

How did CCc1ccc(-c2cc(C)no2)cc1S(=O)(=O)NCc1ccco1 do in these assays?
CXCR6 inh: 17.2; CHOP UPR activ: -3.1; Mdm2 MdmX PPI: 21.3; Gli-Sufu block: 1.3; UPR XBP1 act: -2.6; CCR6 antag: 16.4; EBI2 block: 5.8; 697 NFkB inh: 7.1; Jurkat NFkB inh: 13.7

How did O=C(OCC(=O)N1CCCC1=O)C1CCN(S(=O)(=O)c2ccc(Cl)c(C(F)(F)F)c2)CC1 do in these assays?
CXCR6 inh: 5.1; CHOP UPR activ: 0.5; Mdm2 MdmX PPI: 6.0; Gli-Sufu block: 3.4; UPR XBP1 act: -1.1; CCR6 antag: -3.4; EBI2 block: -7.1; 697 NFkB inh: 6.7; Jurkat NFkB inh: -11.5

Gathered by group, the compounds so far with a nitro group on carbon.
Results for CC/C(=N\Nc1ccc([N+](=O)[O-])cc1)c1ccccc1 ?
CXCR6 inh: 18.0; CHOP UPR activ: 0.5; Mdm2 MdmX PPI: -33.8; Gli-Sufu block: 17.3; UPR XBP1 act: 2.1; CCR6 antag: 0.4; EBI2 block: 27.0; 697 NFkB inh: -12.0; Jurkat NFkB inh: 2.6

Results for CCN(CC(=O)Nc1c(F)cccc1F)C(=O)c1cc([N+](=O)[O-])ccc1N1CCCCC1 ?
CXCR6 inh: 5.6; CHOP UPR activ: 1.5; Mdm2 MdmX PPI: -0.9; Gli-Sufu block: 16.6; UPR XBP1 act: -5.7; CCR6 antag: 17.5; EBI2 block: 14.3; 697 NFkB inh: 35.3*; Jurkat NFkB inh: 5.4
